Screening results: PubChem, Broad Institute
F508del corr: CFTR F508del correction in bronchial cells; 350,000 tested, 0.36% active; activity (quench increase), % at 7.58 µM; CFBE cells, YFP halide quenching; stimulated with forskolin plus potentiator P3; % fluorescence drop versus neutral controls;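 active = mean added fluorescence quench of at least 8% versus neutral control, with both replicates also reaching 8%; inconclusive = only one of the mean or replicate conditions met; inactive = mean below 8% and not both replicates reaching 8%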;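 note: cells transiently co-express mutant CFTR-F508del with the halide-sensitive YFP; corrector assay measuring rescue of mutant channel to the surface after 24 h compound exposure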
ARNT-TACC3 inh: disrupts binding between human ARNT and TACC3; AlphaScreen His-ARNT PAS-B/GST-TACC3 binding, luminescence; TACC3 fragment carries E629A point mutation; AID 623870; 390,000 tested, 0.66% active; inhibition, % at 9.99 µM; Q9Y6A5;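 active = mean inhibition of replicates at least 50% and at least half of replicates each reaching 50%; inconclusive = half or more replicates reach 50% but mean below 50%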;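 note: 0% = complete ARNT plus TACC3 wells and 100% = ARNT alone without TACC3; many hits fall short of the cut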
Xi reactivation: reactivates the inactive X chromosome in mouse fibroblasts. 360,000 tested, 0.055% active. AID 743238. XiGFP mouse fibroblasts, % GFP-positive cells imaging, 3 d; cells co-treated with 5-aza-dC sensitizer; scaled so ellipticine positive control = 100%. activation, % at 7.58 µM;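 active = mean normalized replicate activation at least 10% and every replicate at or above 10%; inconclusive = only one of the two criteria met; inactive = mean below 10% and not all replicates reach 10%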;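 note: 0% = median of on-plate neutral control wells and 100% = ellipticine 6 µM median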
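System: 68-5-11 XiGFP fibroblast line | Buffer or medium: DMEM containing 5-aza-dC | Compound: Single point | Times: Compounds 3 days, fix/stain 15 min at room temperature | Benchmarks: Positive control ellipticine, 6 µM final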
GSIS activator: GLuc luminescence reporter in INS-1E cells, primary screen for activators of glucose-dependent secretion of insulin; INS-1E GLuc reporter insulin secretion, 2-3 h; activation, % at 16.6 µM; 370,000 tested, 0.61% active; AID 743287;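 active = lowest replicate activation of at least 40%, so every replicate reaches that level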;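 note: 0% = median of neutral control wells and 100% = median of IBMX positive control wells; some compounds called inactive have numbers as strong as hits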
esBAF inh: SWI/SNF esBAF complex inhibition; mouse ES cells, Bmi1-luciferase knock-in reporter, 24 h; 100% = twice the neutral-well signal; reporter increase, % at 12.5 µM; 350,000 tested, 2% active; in the data active = activation above about 40%; inconclusive = no clear call, values can overlap the other calls;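 note: 0% = median of the plate's neutral control wells and 100% = double that signal; a rise in the Bmi1 reporter signal indicates esBAF inhibition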
RAD52 anneal inh: inhibitors of human RAD52 DNA annealing | 360,000 tested, 0.46% active | recombinant RAD52 DNA annealing, FRET fluorescence | P43351 | inhibition, % at 18.7 µM;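 active = every replicate showing at least 50% inhibition; inconclusive = mean inhibition at least 50% but not in every replicate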
Target sequence (P43351 whole entry, looked up): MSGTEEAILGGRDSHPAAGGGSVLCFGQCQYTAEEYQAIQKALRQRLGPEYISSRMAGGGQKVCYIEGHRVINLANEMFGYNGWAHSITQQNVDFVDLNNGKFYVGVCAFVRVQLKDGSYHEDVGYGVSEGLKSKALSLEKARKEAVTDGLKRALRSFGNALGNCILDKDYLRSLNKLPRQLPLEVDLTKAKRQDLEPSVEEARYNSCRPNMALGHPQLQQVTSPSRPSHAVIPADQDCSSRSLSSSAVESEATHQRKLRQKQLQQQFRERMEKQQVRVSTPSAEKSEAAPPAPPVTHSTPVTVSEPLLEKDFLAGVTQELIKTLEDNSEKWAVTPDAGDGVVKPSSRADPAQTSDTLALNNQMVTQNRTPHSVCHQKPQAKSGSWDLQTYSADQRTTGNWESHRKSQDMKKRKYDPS
RAD54 branch: inhibitors of human RAD54 branch migration | Q92698 | AID 602329 | inhibition, % at 10.4 µM | 360,000 tested, 0.14% active | RAD54 Holliday junction branch migration, FAM/BHQ fluorescence;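 active = mean normalized replicate activity at least 40 and at least half of replicates scoring 40 or more; inconclusive = only one of the two criteria met; inactive = mean below 40 and under half of replicates reaching 40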;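 note: 0% = median of neutral control wells and 100% = median of positive control wells; inhibitors cause a drop in the FAM fluorescence signal; in these data hits start at about 50%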
ERAP1 inh: ERAP1 (human) enzyme inhibition. AID 652197. recombinant ERAP1, Leu-AMC fluorescence, 60 min. inhibition, % at 10.7 µM. 340,000 tested, 0.15% active;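 active = mean replicate inhibition of at least 30%, or all replicates individually reaching that 30% level; inactive = mean below 30% and not every replicate reaching it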;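 note: 0% = neutral control wells and 100% = L-leucinethiol positive control wells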
An asterisk follows results filed as active; u = inconclusive; x = no result given.

SMILES	F508del corr	ARNT-TACC3 inh	Xi reactivation	GSIS activator	esBAF inh	RAD52 anneal inh	RAD54 branch	ERAP1 inh
O=C(CSc1ccccc1C(=O)N1CCN(c2ccc([N+](=O)[O-])cc2)CC1)N1CCCC1	-4.0	-1	-0.1	-18	-11	-20	-7	2
COc1ccccc1C(=O)Nc1ccnn1C1CCN(C(=O)c2ccoc2)CC1	2.9	-10	0.2	7	14	-7	-12	2
CCOc1ccccc1NC(=O)COc1coc(CN2CCc3ccccc32)cc1=O	3.1	1	-0.1	-7	x	-19	x	-4
COc1ccc(-c2cc(C(=O)N3CCc4ccccc4C3)no2)cc1	-0.6	-5	0.0	-4	-3	-14	3	-1
Cc1ccccc1SCc1noc(C(=O)NC(C)C)c1C(=O)O	0.9	0	0.0	-11	-1	-139	3	x
O=C(NCCN1CCOCC1)c1ccc(NC(=O)c2ccc(Br)o2)cc1	-3.8	x	0.0	23	x	-3	x	x
Cc1ccccc1S(=O)(=O)Nc1ccc2c(c1)C(=O)N(C)[C@@H]1CC[C@H](CC(=O)O)O[C@@H]1CO2	-0.1	x	0.0	6	-1	x	x	x
Cc1ccc(C)c(NS(=O)(=O)c2ccc(OCC(=O)NCC3CCCO3)cc2)c1 (stereo not given)	0.4	-4	0.1	-2	-5	-3	7	-5
CC1CCN(C(=O)C2CCCN(S(=O)(=O)c3ccc4c(c3)CC(C)N4C(=O)C3CC3)C2)CC1 (stereo not given)	3.3	4	0.0	-35	0	7	0	2
COCCNC(=O)C1(C)CCCN(C(=O)c2ccccc2OC(F)(F)F)C1 (stereo not given)	1.8	x	0.4	28	-5	-9	6	-3
CO[C@@H]1CN(C)C(=O)c2ccc(NC(=O)Nc3ccccc3)cc2OC[C@H](C)N(C(=O)CC2CC2)C[C@@H]1C	3.4	-5	0.1	0	4	-10	17	0
C/C=C/c1ccc([C@H]2[C@@H](CO)N(c3nc(CC)cs3)[C@H]2C#N)cc1	1.1	-5	-0.1	4	1	-9	-13	-4
COC(=O)c1ccc(CN2C(=O)NC(CC(C)C)C2=O)cc1 (stereo not given)	-1.2	-3	0.3	5	-6	0	5	1
CCOC(=O)N1CCN(Cc2nc3cc([N+](=O)[O-])ccc3n2C)CC1	2.0	-5	0.0	3	-2	-5	1	0
COc1ccc(S(=O)(=O)N2CCN(C(=O)c3ccccc3Cc3ccccc3)CC2)cc1OC	3.2	x	0.8	-12	-2	4	0	0
Cc1cc(-c2ccc(S(=O)(=O)N3CCN(c4cccc(C(F)(F)F)c4)CC3)s2)on1	-0.2	6	0.2	5	3	-23	x	-3
O=C(COc1cc2oc(=O)c3c(c2cc1Cl)CCC3)NCCCN1CCOCC1	2.0	24	0.0	-4	3	0	13	2
CN(C)c1ccc(/C=C2/NC(=O)NC2=O)cc1	1.1	-1	0.0	11	x	-2	x	8
CN(C)c1nc2ccccc2c(N)c1-c1ccccc1	3.7	-3	x	18	x	-5	x	-3
Cc1ccc(S(=O)(=O)N2CCN(CCOc3cccc(C)c3)CC2)cc1	1.2	5	0.3	x	-6	-9	-9	1
COc1ccc2c3c(n(C)c2c1)[C@@H](CO)N(Cc1ccccc1OC)CC31CCN(C)CC1	-1.8	x	u	-4	x	-20	x	4
CC(=O)N/C(=C\c1cccs1)C(=O)O	-3.0	-9	0.0	6	x	-2	x	0
CCCCn1cnc2c(SCc3ccc(Cl)cc3)nc(N)nc21	x	-4	0.0	x	x	-12	3	-8
O=C(Cc1cccs1)Nc1cccc(C(=O)Nc2ccc(C(=O)O)cc2)c1	1.1	x	0.0	0	x	-18	x	-4

In a second layout: entries from further up
| compound | F508del corr | ARNT-TACC3 inh | Xi reactivation | GSIS activator | esBAF inh | RAD52 anneal inh | RAD54 branch | ERAP1 inh |
| --- | --- | --- | --- | --- | --- | --- | --- | --- |
| O=C(COc1cc2oc(=O)c3c(c2cc1Cl)CCC3)NCCCN1CCOCC1 | 2.0 | 24 | 0.0 | -4 | 3 | 0 | 13 | 2 |
| CN(C)c1ccc(/C=C2/NC(=O)NC2=O)cc1 | 1.1 | -1 | 0.0 | 11 | x | -2 | x | 8 |
| CN(C)c1nc2ccccc2c(N)c1-c1ccccc1 | 3.7 | -3 | x | 18 | x | -5 | x | -3 |

Other compounds follow.
SMILES	F508del corr	ARNT-TACC3 inh	Xi reactivation	GSIS activator	esBAF inh	RAD52 anneal inh	RAD54 branch	ERAP1 inh
C[C@@H]1CCCCO[C@@H](CN(C)C(=O)CCCN(C)C)[C@@H](C)CN([C@H](C)CO)C(=O)c2cc(NS(=O)(=O)c3cn(C)cn3)ccc2O1	-0.4	-27	-0.7	6	6	5	0	-3
CC(=O)Nc1ccc(NC(=O)CSc2nnc3ccc(-c4ccc(F)cc4)nn23)cc1	-1.9	13	0.0	16	x	-13	x	-1
COc1ccc(CCNC(=O)c2cccc3c2C(=O)N(C2CCCCC2)C3)cc1OC	0.0	2	0.2	1	0	0	1	2
Cc1ccc(S(=O)(=O)N2[C@@H](c3ccc(C(C)(C)C)cc3)C(C(=O)O)=CC[C@H]2c2ccc3c(c2)OCO3)cc1	1.3	1	-0.1	-37	-1	-3	-1	1
Cc1cccc(NC(=S)NC(=O)c2ccco2)c1C	0.3	-15	0.0	25	x	-11	-1	-6
O=C(Nc1nnc(Cc2ccc([N+](=O)[O-])cc2)s1)Nc1ccccc1F	1.8	-2	-0.1	-3	x	0	-8	2
CCOc1ccc(-c2cc(NC(=O)Cn3ncc4c3-c3ccccc3OC4)on2)cc1OCC	3.3	-3	0.1	-12	-5	5	-10	-2
Cc1cc(C(=O)Nc2cccc3c2O[C@H](CN(C)CC2CCCCC2)[C@H](C)CN([C@@H](C)CO)C3=O)n(C)n1	2.8	-3	0.0	3	1	1	-10	0
CCN(CC)S(=O)(=O)c1cccc(-c2n[nH]c(=S)n2CC(C)C)c1	0.4	0	0.4	-2	x	-4	x	0
O=C(Nc1cc([N+](=O)[O-])ccc1O)c1cccc([N+](=O)[O-])c1	-4.9	7	0.3	-5	25	-2	-22	3
Cc1c(NC(=O)c2ccc3nsnc3c2)cccc1[N+](=O)[O-]	-1.7	-9	-0.1	-11	12	-4	-3	0
CCCC#Cc1ccc2c(c1)O[C@H](CN(C)C(=O)c1ccccc1)[C@@H](C)CN([C@@H](C)CO)S2(=O)=O	-2.4	5	0.1	-31	5	21	5	6
CN1CCN(C(=O)CN(C2CCCCC2)S(=O)(=O)c2ccc(Br)cc2)CC1	1.4	1	0.1	4	0	0	-12	3
CCOc1ccc(C(=O)NNC2CC(=O)N(Cc3ccc(Cl)cc3)C2=O)cc1OC (stereo not given)	0.4	-5	0.0	-12	x	-45	x	-4
CN(C)c1ccc(C(=O)c2ccccc2C(=O)O)cc1[N+](=O)[O-]	-1.4	4	0.1	19	x	-14	x	-3
Cc1[nH]c2ccc(F)cc2c1CCN(Cc1ccco1)C(=S)NC(C)(C)C	-1.7	2	0.3	-4	x	-62	x	4
CCC(C)NC(=O)C1(NC(=O)Nc2ccccc2)CCCCC1 (stereo not given)	-1.0	1	-0.6	8	x	-14	x	3
C[C@@H]1CN([C@H](C)CO)C(=O)c2c(c3ccccc3n2C)-c2ccccc2CO[C@@H]1CN(C)C(=O)C1CC1	1.7	-9	-0.6	-3	4	-2	-5	0
COC(=O)C[C@H]1CC[C@@H]2[C@@H](COc3ccc(NS(=O)(=O)c4ccccc4F)cc3C(=O)N2C)O1	3.7	7	-0.2	-8	-5	x	-8	x
CC1(C)NC(=O)N(CCC(=O)Nc2ccc(C(C)(C)C)cc2)C1=O	-5.0	x	0.1	4	10	-11	-6	-4
CCn1c(SCC(=O)Nc2cc(S(=O)(=O)N3CCOCC3)ccc2OC)nnc1-c1ccncc1	1.3	2	0.1	7	x	-5	x	2
Cc1cc(-n2c(C)cc(C(=O)CSc3ccccn3)c2C)no1	0.9	-8	-0.1	-24	76*	-24	-4	-1
COc1cc2c(cc1OC)C(c1ccc(OC)c(OC)c1OC)CC(=O)N2 (stereo not given)	0.6	-9	0.4	6	0	-3	4	0
COC(=O)Cc1c(O)ccn(Cc2ccc(OC)c(OC)c2)c1=O	1.4	-18	0.3	13	-4	-12	13	-4
CC(C)NC(=O)N(C)C[C@@H]1Oc2ccc(NS(=O)(=O)c3ccc(Cl)cc3)cc2C(=O)N([C@H](C)CO)C[C@H]1C	-1.7	-6	-0.1	6	-3	11	-3	1
O=C(COC(=O)c1ccco1)c1ccc(Cl)cc1	-2.4	22	0.3	32	12	-17	-2	2
CCOCCCn1c(=NC(C)=O)c(C#N)cc2c(=O)n3ccccc3nc21	-1.9	-3	0.0	x	x	-10	-4	-489
Cc1cc(=O)[nH]c(SCC(=O)c2ccc3c(c2)NC(=O)CO3)n1	-0.1	-2	0.2	-10	-5	-17	x	4
CC1CCCN(S(=O)(=O)c2ccc(NC(=O)C3CC(=O)N(C(C)(C)C)C3)cc2)C1 (stereo not given)	-0.5	-4	0.0	20	9	-9	-5	-9
Cn1ccc(C(=O)N/N=C/c2c[nH]c3ccccc23)n1	-0.6	x	0.2	-2	18	-7	-7	-4
C=CCN(c1ccc(Br)cc1C(=O)OC)S(C)(=O)=O	1.7	0	0.1	0	-14	-3	-10	-2
O=C(CSc1nnc2ccccn12)Nc1ncc(Cl)cc1Cl	x	-12	x	12	u	x	-4	x
CN1C(=O)c2cc(NC(=O)C3CCCC3)ccc2OC[C@H]2O[C@@H](CC(=O)NCCc3ccncc3)CC[C@@H]21	1.8	x	0.0	10	x	0	x	0
COc1ccccc1C(=O)NCCC(=O)Nc1cccc(S(=O)(=O)N2CCCC2)c1	0.1	-1	0.0	3	2	-13	8	2
CN1C(=O)c2cc(NC(=O)c3cscn3)ccc2OC[C@@H]2O[C@H](CC(=O)NCC3CC3)CC[C@H]21	-1.1	-2	0.0	14	1	x	-6	x
COc1ccc2c3c(n(C)c2c1)[C@@H](CO)N(S(=O)(=O)c1ccc(C)cc1)CC31CCN(C(=O)c2ccccn2)CC1	-0.7	x	0.0	-5	x	27	x	3
CC(=O)c1ccc(OCC(=O)OCC(=O)Nc2sccc2C(N)=O)cc1	1.6	3	0.0	x	-7	-16	6	4
CCC(C)N(C(=O)Cn1c(Cl)nc2c1c(=O)n(C)c(=O)n2C)C1CCS(=O)(=O)C1 (stereo not given)	-1.6	-6	0.2	9	-2	-2	-4	-1
COc1cc(C(=O)NCC(c2cccs2)N(C)C)cc(Cl)c1OC(C)C (stereo not given)	x	-2	0.0	12	-2	-7	-3	11
CC(C)NC(=O)N(C)C[C@H]1Oc2ccc(NC(=O)Nc3ccc(C(F)(F)F)cc3)cc2CC(=O)N([C@@H](C)CO)C[C@@H]1C	-1.7	0	-1.1	5	-5	-1	15	3
CCN1C(=O)[C@H]2[C@H]3CN=C(SCC(=O)c4ccccc4)N3[C@@](C)(C(=O)OC)[C@H]2C1=O	2.7	0	0.2	2	0	-9	6	-1
C[C@@H]1CCCCO[C@@H](CN(C)C(=O)Nc2ccc(C(F)(F)F)cc2)[C@H](C)CN([C@H](C)CO)C(=O)c2cc(NC(=O)NC3CCCCC3)ccc2O1	2.6	0	0.0	0	7	-18	-5	1
CCC(=O)c1ccccc1OCCCN1CCC(Cc2ccccc2)CC1	u	5	0.1	-30	-7	5	-5	3
CN(C)c1ccc2c(c1)[C@@H]1C[C@H](CC(=O)NCc3ccc(Cl)cc3)O[C@@H](CO)[C@@H]1O2	2.7	x	0.0	-6	x	-37	x	1
